ssDAF12 agonist: S. stercoralis DAF-12 nuclear receptor activators, primary screen, cell-based, luminescence, HEK293, GRIP1 co-expression, lit1-tk-luc; Nuclear hormone receptor DAF-12 (Strongyloides stercoralis); HEK293 ssDAF-12/GRIP1 lit1-tk-luc reporter; % of 3 µM dafachronic acid response; activation, % at 6.8 µM; 1% of 370,000 active;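 active means activation above the mean over all tested compounds plus 3 SD, cut at about 0.9% in these data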;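 further: 0% = DMSO-only wells and 100% = 3 µM delta7-dafachronic acid wells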
ADAM10 inh: human ADAM10 inhibitors, primary screen, biochemical, QFRET, HTS; inhibition, % at 7 µM; 0.62% of 370,000 active; recombinant ADAM10, EDANS/DABCYL FRET peptide cleavage, 3 h; AID 720582, 2013;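 active means inhibition above a per-campaign cutoff equal to the mean of compounds falling between control-based bounds plus 3 SD, cut at about 20% in these data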;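 further: 0% = DMSO wells while the 100% control is not disclosed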
Target sequence (O14672 214-748 limits assumed): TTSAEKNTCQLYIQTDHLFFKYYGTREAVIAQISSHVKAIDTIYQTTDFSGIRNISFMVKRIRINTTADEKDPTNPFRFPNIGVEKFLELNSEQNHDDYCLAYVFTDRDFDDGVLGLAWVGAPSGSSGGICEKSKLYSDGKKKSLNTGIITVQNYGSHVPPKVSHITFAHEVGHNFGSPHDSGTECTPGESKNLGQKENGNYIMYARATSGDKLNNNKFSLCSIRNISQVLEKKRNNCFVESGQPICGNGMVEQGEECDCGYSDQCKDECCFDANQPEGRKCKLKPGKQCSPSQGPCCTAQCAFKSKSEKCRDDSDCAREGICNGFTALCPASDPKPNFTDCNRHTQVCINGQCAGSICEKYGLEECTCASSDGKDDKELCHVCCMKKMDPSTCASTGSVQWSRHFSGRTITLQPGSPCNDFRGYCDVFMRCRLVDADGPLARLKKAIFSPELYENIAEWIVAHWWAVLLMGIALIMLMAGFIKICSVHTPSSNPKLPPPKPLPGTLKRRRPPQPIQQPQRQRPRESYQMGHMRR
hgDAF-12 ag: H. glycines DAF-12 receptor agonists, primary screen, cell-based, luminescence, HEK293, GAL4 fusion, UAS-luciferase; Nuclear hormone receptor DAF-12 (Heterodera glycines), GAL4 fusion; HEK293 GAL4-hgDAF12 UAS-luciferase reporter, agonist luminescence; normalized to butyrate control; activation, % at 6.8 µM; 1.8% of 370,000 active; AID 687014, 2013;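 active means activation above a cutoff set at the mean of all screened compounds plus 3 SD, cut at about 10% in these data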;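 further: 0% = DMSO wells and 100% = sodium butyrate wells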
PLC-beta3 inh: human PLC-beta3 inhibitors, primary screen, biochemical, fluorescence | 1-phosphatidylinositol 4,5-bisphosphate phosphodiesterase beta-3 (Homo sapiens), Q01970 | Purified PLC-beta3, fluorogenic substrate | inhibition, % at 12.2 µM | 0.18% of 370,000 active | AID 720704, 2013; in the data active means inhibition above about 11%;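 further: 0% = median of compound wells on plate and 100% = full blocker control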
DAX1 inh-1: DAX1 (NR0B1) inhibitors, primary screen, cell-based, HEK293, Gal4-DAX1, luciferase luminescence | Nuclear receptor subfamily 0 group B member 1 (Homo sapiens), P51843 | HEK293 Gal4-DAX1 luciferase reporter | inhibition, % at 6.75 µM | 0.99% of 340,000 active | AID 504766, 2011;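 active means inhibition above the mean over all tested compounds plus 3 SD, cut at about 4.2% in these data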;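 further: 0% = DAX1-transfected cells with DMSO and 100% = empty-vector control cells with DMSO; inhibition shows as a rise in luminescence from relieved DAX1 repression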
Target sequence (P51843 207-470 limits assumed): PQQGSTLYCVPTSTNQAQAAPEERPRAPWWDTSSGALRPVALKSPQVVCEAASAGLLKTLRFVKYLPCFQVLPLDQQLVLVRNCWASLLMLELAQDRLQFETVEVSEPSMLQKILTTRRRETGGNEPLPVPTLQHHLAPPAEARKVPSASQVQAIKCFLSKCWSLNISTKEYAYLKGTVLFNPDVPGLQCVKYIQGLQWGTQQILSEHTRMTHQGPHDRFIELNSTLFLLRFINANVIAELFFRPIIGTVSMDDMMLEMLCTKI
GAA850 FXN act: FXN promoter activators, primary screen, cell-based, luciferase luminescence, HEK293 lucGAA850; HEK293 lucGAA850 FXN promoter luciferase reporter, 24 h; percent of 10 µM SAHA response; activation, % at 6 µM; 0.56% of 360,000 active; AID 540364, 2011;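 active means activation above the average of all compounds screened plus 3 SD, cutoff fixed separately per campaign, cut at about 7.5% in these data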;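 further: 0% = DMSO wells and 100% = 10 µM SAHA wells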
PLCg1 inh: PLC-gamma1 enzyme inhibitors, primary screen, biochemical, fluorescence, purified enzyme. inhibition, % at 12.2 µM. AID 720700, 2013. fluorogenic substrate. 1-phosphatidylinositol 4,5-bisphosphate phosphodiesterase gamma-1 (Homo sapiens), P19174. 0.84% of 370,000 active; in the data active means inhibition above about 9.5%
ADAM17 inh: ADAM17 inhibitors, primary screen, biochemical, QFRET | Disintegrin and metalloproteinase domain-containing protein 17 (Homo sapiens), P78536 | recombinant ADAM17, EDANS/DABCYL FRET peptide cleavage | inhibition, % at 6.95 µM | 0.83% of 370,000 active | AID 720648, 2013;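 active means inhibition above the mean of compounds lying between control limits plus 3 SD, set per campaign, cut at about 8.5% in these data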;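 further: 0% = DMSO-only wells as the low control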
DAX1 inh-2: DAX1 (NR0B1) inhibitors on StAR promoter, primary screen, cell-based, luminescence, SF-1 (NR5A1), full-length DAX-1. HEK293T StAR-luciferase reporter, SF-1/DAX-1 repression relief. 1.1% of 370,000 active. AID 652010, 2013. inhibition, % at 6.8 µM;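 active means inhibition above the mean over all tested compounds plus 3 SD, cut at about 3.6% in these data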;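 further: 0% = DAX-1 cells with DMSO and 100% = cells lacking DAX-1 with DMSO; higher inhibition means more luminescence from relief of DAX-1 repression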
HGIII-sPLA2 inh: human group III sPLA2 inhibitors, primary screen, biochemical, QFRET, BODIPY PC-A2 liposome substrate; QFRET BODIPY PC-A2 liposome hydrolysis, fluorescence; Group 3 secretory phospholipase A2 (Homo sapiens), Q9NZ20; inhibition, % at 12.2 µM; 0.56% of 370,000 active;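 active means inhibition above mean plus 3 SD of compounds lying within the high and low control bounds, cut at about 19% in these data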;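 further: 0% = median of test compound wells and 100% = no enzyme DMSO wells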
hcDAF-12 act: H. contortus DAF-12 nuclear receptor activators, primary screen, cell-based, luminescence, HEK293, lit1-tk-luc reporter; HEK293 hcDAF-12 lit1-tk-luc reporter; 0% DMSO, 100% Δ7-dafachronic acid; AID 652067, 2013; activation, % at 6.8 µM; 1.4% of 370,000 active;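 active means activation above the mean of all tested compounds plus 3 SD, cut at about 5.5% in these data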;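 further: 100% = response to 3 µM Δ7-dafachronic acid high control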
Numbers without * were called inactive; i = inactive; . = not tested or not shown.

SMILES | ssDAF12 agonist | ADAM10 inh | hgDAF-12 ag | PLC-beta3 inh | DAX1 inh-1 | GAA850 FXN act | PLCg1 inh | ADAM17 inh | DAX1 inh-2 | HGIII-sPLA2 inh | hcDAF-12 act
Cc1cccc(-c2cccc3nccn23)c1 | -1.1 | i | 1.4 | -249 | . | 0.3 | -176 | -315 | -0.4 | 10 | -0.7
CCOC(=O)c1ccc(NC(=S)Nc2ccc(Cl)cn2)cc1 | -0.3 | 0 | -0.2 | -9 | -2.2 | 1.9 | 1 | -7 | 0.4 | 4 | -0.2
Cc1ccc(SC[C@H](CC(C)C)N2CCN(CCc3ccccc3)CCC2=O)cc1 | -0.6 | 11 | -0.3 | -1 | 0.9 | 3.4 | 1 | -1 | 0.1 | -11 | 0.4
CCC(=O)NC(Nc1cc(C)ccn1)(C(F)(F)F)C(F)(F)F | -0.9 | -2 | 1.4 | 1 | 1.7 | -1.7 | 1 | -4 | -0.3 | -1 | 0.7
Cc1nc(NC(=O)COC(=O)C(NC(=O)c2ccco2)C(C)C)c(Cl)cc1Cl (centres undefined) | -0.3 | -5 | 0.1 | 0 | -0.1 | 0.5 | 3 | -4 | 0.5 | 0 | 1.5
COc1cc2c(c(OC3OC(CO)C(O)C(O)C3O)c1)C(=O)CC(c1ccc(O)cc1)O2 (centres undefined) | -0.9 | -16 | 1.1 | 0 | . | . | -2 | -4 | -0.2 | -4 | -0.6
CC(C)CN(C(=O)CN1C(=O)NC2(CCc3ccccc32)C1=O)C1CCS(=O)(=O)C1 (centres undefined) | 0.3 | -18 | 4.2 | -5 | 1.5 | -0.7 | -5 | -4 | 0.3 | 11 | 1.5
c1ccc(SCc2cc(-c3ccccc3)no2)cc1 | 0.0 | 3 | 8.2 | 4 | 3.9 | 5.4 | 3 | 1 | 1.5 | -9 | 3.8
O=C(Nc1cccc(S(=O)(=O)N2CCOCC2)c1)c1cccc(S(=O)(=O)N2CCCC2)c1 | -0.4 | -5 | 0.4 | 2 | -1.8 | -0.5 | 2 | 0 | -2.0 | -4 | -0.1
CN(C(=O)CSc1nc(-c2cccs2)nc2ccccc12)C1CCS(=O)(=O)C1 (centres undefined) | -1.0 | -36 | 0.2 | -18 | 0.8 | 0.5 | -14 | -9 | 0.4 | -1 | 0.6
CCc1cc2c(=O)n(Cc3ccco3)c(SCC(=O)N3CCCc4ccccc43)nc2s1 | -1.2 | 14 | -2.4 | -5 | 0.2 | 5.2 | 0 | 5 | -0.7 | -1 | -1.6
CCN(C(=O)C1CCN(c2nc(-c3ccc(OC)cc3)no2)CC1)c1ccc(OC)cc1 | -2.4 | -4 | -8.3 | -1 | -2.7 | -4.6 | 1 | 3 | -4.5 | -12 | -4.2
Cc1ccc(C2/C(=C(/O)c3ccccc3)C(=O)C(=O)N2CCN2CCOCC2)o1 (centres undefined) | -0.8 | 2 | 3.4 | 1 | 1.7 | -0.6 | -4 | -3 | 0.2 | -1 | -1.2
O=C(CCCN1C(=O)c2ccccc2C1=O)Nc1ccc(Br)cn1 | -0.8 | 5 | 0.0 | 6 | -0.4 | 0.7 | 2 | -1 | -0.7 | -3 | -0.6
CCOC(=O)c1ccc(NC(=O)COc2ccc(-n3cnnn3)cc2)cc1 | -1.1 | 8 | -0.9 | 2 | -0.9 | 1.2 | 1 | 3 | -0.3 | -1 | -2.3
CCOC(=O)C1=C(C)NC(=S)NC1c1cc(C)sc1C (centres undefined) | -2.0 | -3 | 1.5 | -3 | -0.9 | 0.3 | 1 | -3 | 1.4 | 17 | -1.5
COc1ccc(N(CC(=O)NCc2ccccn2)S(=O)(=O)c2ccccc2[N+](=O)[O-])c(OC)c1 | -0.1 | 1 | -0.3 | 5 | -0.3 | 1.2 | 2 | -4 | -0.2 | 0 | -0.2
O=C1N(c2ccccc2C(F)(F)F)O[C@]1(c1ccccc1)C1CCCC1 | -1.1 | 11 | -0.4 | 0 | -0.1 | -1.8 | -1 | -2 | -0.4 | 7 | -1.5
O=C(COc1cccc(Cl)c1)N/N=C\c1cc2ccccc2nc1Cl | -1.4 | -10 | -2.7 | -1 | 1.0 | -2.4 | -4 | -4 | 0.1 | 19 | 1.9
CCN1CCN(C(=O)c2cc3cc4ccc(OC)cc4nc3s2)CC1 | -0.9 | i | 4.5 | i | -0.1 | 3.2 | i | -401 | 0.2 | -2 | 0.7
CC1(C(=O)Nc2ccc3c(c2)OCCO3)CSCC(=O)N1CCCn1ccnc1 (centres undefined) | -1.2 | -10 | -4.7 | 4 | . | . | 2 | -3 | 0.6 | -1 | -1.8
CC1(C(=O)NCc2ccc3c(c2)OCO3)CCN1C(=O)CC1CCCC1 (centres undefined) | -1.5 | -5 | 1.4 | 2 | . | 0.5 | -2 | -1 | 0.3 | 6 | -0.2
O=C(O)c1ccccc1NS(=O)(=O)c1cccc(N=Nc2c(O)[nH]c(=S)[nH]c2=O)c1 | -1.5 | 9 | 1.6 | 1 | 2.7 | 2.1 | 3 | 3 | 2.0 | -2 | 0.7
COc1cccc(C(=O)N[C@@H](Cc2cccnc2)C(=O)N2CCC[C@H]2C(=O)NC2CCCC2)c1 | -1.5 | -6 | 0.2 | 0 | . | . | 1 | -3 | 1.4 | 4 | -0.7
COc1cc(NC(=O)c2ccco2)c(C(=O)OCC(=O)c2c[nH]c3ccccc23)cc1OC | -0.1 | 0 | -5.1 | -11 | -1.8 | -6.5 | -7 | 2 | -1.6 | -10 | 1.4
Cc1cc(Cl)ccc1OC(C)C(=O)NCCCCc1ccccc1 (centres undefined) | -1.2 | 8 | -1.1 | 0 | 1.2 | -1.9 | -2 | 1 | -0.7 | -3 | -1.7
CS(=O)(=O)N1CCC(C(=O)NCc2ccc(F)cc2Cl)CC1 | -1.8 | 3 | -0.9 | 3 | -0.3 | -1.1 | 5 | 0 | 0.3 | -4 | 0.0
CCCCCn1c(CCC(=O)Oc2ccccc2OC)nc2c1c(=O)[nH]c(=O)n2CCCC | -1.5 | 2 | 0.1 | 1 | 0.0 | 0.8 | 5 | -3 | 0.2 | -6 | 1.5
CCOc1ccccc1CN1C(=O)NC(C)(c2ccccc2)C1=O (centres undefined) | -0.5 | -3 | -0.5 | -6 | -0.1 | -0.8 | 9 | -1 | 0.2 | 4 | -1.2
O=C(Nc1ccc(Cl)cc1)C1C2CCC3C(CCC21)C3(Cl)Cl (centres undefined) | -1.3 | 14 | 0.8 | 4 | -0.7 | -0.5 | 2 | 4 | -0.7 | -10 | -0.9
Cc1cc(C)cc(NC(=O)COC(=O)COc2cccc3c2OC(C)(C)C3)c1 | -1.3 | -6 | 2.7 | -8 | 0.0 | 0.0 | -1 | 1 | -0.1 | -10 | 1.2
c1ccc(-c2nnc(NC3=NCCC3)o2)cc1 | -0.3 | -5 | 9.9 | -9 | -0.5 | 5.3 | 3 | 3 | 4.1* | 8 | 4.7
CN(/N=C/C=C/c1ccccc1)c1cc(=O)n(C)c(=O)[nH]1 | -0.5 | -6 | 1.4 | -7 | -1.5 | 1.4 | -7 | 0 | 0.1 | 15 | 4.8
COc1ccc(N2CC(O)=C(c3nc(-c4ccc(Br)cc4)cs3)C2=N)cc1 | -1.0 | -12 | 4.1 | 0 | -1.7 | 0.7 | -3 | -5 | -0.3 | 2 | -0.1
COc1ccc(-c2[nH]ncc2CN(C)Cc2nonc2C)c(OC)c1 | -1.6 | -2 | -0.9 | -1 | 0.8 | 1.3 | 3 | -4 | -0.2 | 1 | -1.5
COC(=O)c1sc2nc(-c3ccco3)ccc2c1N | 0.0 | -34 | 11* | -199 | 2.7 | 7.0 | -147 | -12 | 3.0 | -1 | 2.7
O=C(CSc1nnc(-c2ccccn2)n1-c1ccc(Cl)cc1)Nc1ccc(S(=O)(=O)Nc2nccs2)cc1 | -1.6 | 7 | 5.8 | 3 | . | . | -2 | 4 | -0.1 | -45 | 0.4
Cn1c(SCc2ccc(Br)cc2)nnc1-c1ccccn1 | -0.5 | 2 | 1.4 | -7 | . | 2.9 | 2 | -1 | -0.8 | -6 | -0.7
COc1cc(C(=O)Nc2ccc(S(=O)(=O)N3CCOCC3)cc2)c([N+](=O)[O-])cc1OC | -1.0 | -2 | -3.2 | 0 | -0.1 | 2.6 | 3 | 1 | -0.2 | 3 | -0.4
COc1ccccc1N1CCN(S(=O)(=O)c2ccc3c(c2)CC(C)N3C(C)=O)CC1 (centres undefined) | -1.0 | -2 | 0.4 | -8 | 0.5 | -0.6 | 4 | 1 | 0.6 | 12 | -2.5
c1ccc(-c2nnsc2Sc2ccccn2)cc1 | -1.0 | 5 | 6.1 | -1 | 3.4 | 4.3 | -1 | -1 | 0.1 | -3 | -1.6
CSc1ccc(S(=O)(=O)N2CCN(Cc3ccc4c(c3)OCO4)CC2)cc1 | -1.3 | -9 | 3.6 | 0 | -1.0 | 0.9 | 6 | 5 | 0.0 | -4 | -1.9
CC(C)Oc1ccc(OCCNC2CCCC2)cc1 | -1.5 | -7 | 4.1 | 0 | 1.6 | 2.2 | 2 | -1 | -0.2 | 6 | -1.1
CCOC(=O)C1=CCN(S(=O)(=O)c2ccc(Cl)cc2)C1c1ccc(C)cc1 (centres undefined) | -1.4 | -7 | -2.9 | 0 | . | . | 3 | -3 | -0.7 | -4 | -0.9
Cc1nn(-c2ccccn2)c2nc(-c3cccs3)cc(C(=O)NCc3ccco3)c12 | -2.0 | i | 1.5 | i | -1.7 | 1.3 | i | -463 | -1.3 | 4 | -1.9
O=C(NCC(=O)N1CCN(c2ncccn2)CC1)c1ccccc1F | -0.1 | -13 | 4.0 | -13 | 1.2 | 3.0 | -7 | -4 | 3.6 | -1 | 2.2

High-throughput results as filed in PubChem.

Compounds as they come. Share with any hit: about 6.9%.
